MsrA inh = inhibits bovine methionine sulfoxide reductase A | purified bovine MsrA, absorbance read-out | inhibition, % at 15.5 µM | hit rate 0.75% among 360,000 | AID 651718; in the data active = inhibition above about 4.5%;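 also: 0% = vehicle wells with enzyme and 100% = reference inhibitor wells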
MLLE-PAM2 inh = blocks PAM2 peptide binding to the PABP1 MLLE domain. hit rate 0.36% among 360,000. AID 588489. P11940. GST-MLLE / FITC-PAM2 fluorescence polarization. inhibition, % at 20 µM; in the data active = inhibition above about 35%, passing the limit was not always enough;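 also: plate controls were DMSO wells with GST-MLLE for no effect and wells lacking GST-MLLE protein for full effect; some results filed as inactive read as strong as hits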
FAS-TE inh = blocks the thioesterase domain of human fatty acid synthase; recombinant FAS-TE, OMFH fluorogenic substrate, fluorescence endpoint; inhibition, % at 15 µM; hit rate 0.67% among 360,000; AID 602261;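 active = compounds whose normalised, plate-corrected inhibition of enzyme fluorescence in the single-dose primary screen is 50% or more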;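 also: 0% = DMSO with enzyme and 100% = substrate without enzyme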
Neddyl block = blocks human cullin neddylation. TR-FRET cullin neddylation, biochemical. calls only at 25 µM. hit rate 0.58% among 360,000. AID 651699; in the data active = inhibition above about 36%
E coli Lon inh = inhibits E. coli Lon protease | P0A9M0 | purified E. coli Lon protease, fluorescence polarization | inhibition, % at 7.94 µM | hit rate 0.42% among 360,000; in the data active = inhibition above about 13%, passing the limit was not always enough;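 also: 0% = enzyme with probe and DMSO and 100% = no enzyme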
Target sequence (P0A9M0 whole entry, looked up): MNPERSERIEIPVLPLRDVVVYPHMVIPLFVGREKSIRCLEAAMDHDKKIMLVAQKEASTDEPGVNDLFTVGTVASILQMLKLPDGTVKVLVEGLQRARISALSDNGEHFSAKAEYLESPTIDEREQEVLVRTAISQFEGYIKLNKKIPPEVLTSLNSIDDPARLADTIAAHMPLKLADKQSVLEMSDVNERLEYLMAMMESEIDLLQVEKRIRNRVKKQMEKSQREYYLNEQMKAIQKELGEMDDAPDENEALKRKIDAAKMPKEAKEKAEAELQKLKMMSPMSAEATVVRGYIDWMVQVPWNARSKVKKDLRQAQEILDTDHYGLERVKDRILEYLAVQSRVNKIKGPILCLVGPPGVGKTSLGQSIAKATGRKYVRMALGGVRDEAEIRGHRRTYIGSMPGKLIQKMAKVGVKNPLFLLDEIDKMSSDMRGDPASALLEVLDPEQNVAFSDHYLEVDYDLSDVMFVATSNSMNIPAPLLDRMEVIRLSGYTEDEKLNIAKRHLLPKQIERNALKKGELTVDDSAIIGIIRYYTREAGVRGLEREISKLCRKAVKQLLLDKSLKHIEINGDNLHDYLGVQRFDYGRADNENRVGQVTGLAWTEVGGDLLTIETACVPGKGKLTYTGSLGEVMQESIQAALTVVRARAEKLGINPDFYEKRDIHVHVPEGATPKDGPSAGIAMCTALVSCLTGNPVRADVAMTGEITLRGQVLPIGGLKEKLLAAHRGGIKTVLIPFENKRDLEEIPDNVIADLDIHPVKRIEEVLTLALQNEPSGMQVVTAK
TbMetRS inhib = blocks T. brucei methionyl-tRNA synthetase activity. purified T. brucei MetRS, ATP depletion, Kinase-Glo luminescence. inhibition, % at 11.9 µM. hit rate 0.4% among 360,000;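 active = inhibition above a per-plate cutoff of the control wells' mean inhibition plus 3 SD, cut at about 5.5% in these data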;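 also: 0% = DMSO wells median and 100% = median of wells with control inhibitor compound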
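Material: T. brucei methionyl-tRNA synthetase, purified; reagent: substrates ATP, L-methionine and bulk Escherichia coli tRNA; dosing: 11.9 µM single point; timing: 15 min plus 2 h at 25 °C; detection: luminescence of leftover ATP; evaluation: % inhibition; control set: DMSO-only wells as low control; replicates: singlicate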
CSN deneddyl inh = blocks human CSN-mediated cullin deneddylation | Q92905 | Purified CSN, SCF-Nedd8-OG deneddylation, fluorescence polarization | hit rate 0.38% among 360,000 | inhibition, % at 12.5 µM;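 active = pattern-corrected inhibition above about 35%, with an unprinted fluorescence ratio check between 0.5 and 1.5, limit read from the data, passing the limit was not always enough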;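 also: 0% = enzyme with substrate and 100% = substrate without enzyme; some results filed as inactive read as strong as hits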
Target sequence (Q92905 whole entry, looked up, one chain of several): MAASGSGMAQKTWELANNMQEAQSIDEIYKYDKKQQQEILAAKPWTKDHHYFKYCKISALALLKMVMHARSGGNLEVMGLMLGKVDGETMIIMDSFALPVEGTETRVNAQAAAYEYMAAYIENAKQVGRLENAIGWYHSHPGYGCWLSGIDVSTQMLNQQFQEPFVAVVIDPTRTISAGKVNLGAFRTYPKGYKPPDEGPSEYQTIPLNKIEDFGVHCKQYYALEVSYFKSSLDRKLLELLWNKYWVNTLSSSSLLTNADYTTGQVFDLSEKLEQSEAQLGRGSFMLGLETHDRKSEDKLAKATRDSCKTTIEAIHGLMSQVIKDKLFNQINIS
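Schedule: reaction 90 min, room temperature / Assay system: HEK293T-derived human Csn5 enzyme / Input: Csn5 at 0.24 nM final / Measure: inhibition of Csn5 cleavage, % / Control set: substrate-only high control, full reaction low control / Technique: fluorescence polarization of the substrate / Buffer or medium: Tris/NaCl/DTT buffer, pH 7.5 / Reagent: SCFSkp2-Nedd8OG substrate at 10 nM final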
bovine MsrA act = bovine methionine sulfoxide reductase A activation; activation, % at 10.6 µM; AID 602163; hit rate 0.3% among 360,000; purified bovine MsrA, absorbance read-out; in the data active = activation above about 7.5%;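 also: 0% = vehicle and 100% = reference activator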
Rin1 Abl inh = blocks binding of human Rin1 to Abl. P00519+Q13671. TR-FRET Rin1/Abl binding, biochemical. inhibition, % at 7.35 µM. hit rate 0.4% among 360,000. AID 588664; in the data active = inhibition above about 5%, passing the limit was not always enough
Starred values were filed as active, the others as inactive; i = inactive; nt = no result given; & = joins results of further samples.

No.	structure	MsrA inh	MLLE-PAM2 inh	FAS-TE inh	Neddyl block	E coli Lon inh	TbMetRS inhib	CSN deneddyl inh	bovine MsrA act	Rin1 Abl inh
1	Cc1ccc(CCN2CC(C(=O)N3CCC4(CC3)OCCO4)CC2=O)cc1 (configuration not stated)	-0.4	-7	-6	i	1	-0.1	0	-1	3
2	c1cc2c(cc1[C@H]1OC[C@H]3[C@@H]1CO[C@H]3c1ccc3c(c1)OCO3)OCO2	-0.5	3	16	i	-3	-0.3	-8	1	1
3	Cc1ccc2[nH]c3c(c2c1)CN(C(=O)CN1C[C@H]2C[C@@H](C1)c1cccc(=O)n1C2)CC3	0.2	16	-5	i	-2	-0.5	4	-1	-1
4	CCOc1ccc([N+](=O)[O-])cc1CNCCc1ccccc1	0.7	-5	19	i	1	1.4	2	-1	-1
5	Cn1cnnc1Sc1cc(N2CCNCC2)ccc1[N+](=O)[O-]	-0.2	-19	-1	i	-6	-0.3	2	-4	-4
6	CCN(CCO)c1ccc(N=Cc2c(O)n(C)c(=S)[nH]c2=O)cc1	-0.7	-74	-25	i	-38	2.9	25	1	-7
7	O=C1NC(=O)N(c2ccc(F)cc2)C(=O)/C1=C/c1ccc2c(c1)CCCN2Cc1ccccc1	1.1	87	-10	i	-38	-0.2	11	-3	0
8	CC(C)C1(C)N=C(c2nc3ccccc3cc2C(=O)O)NC1=O (configuration not stated)	1.0	4	-7	i	-7	0.5	1	-4	-2
9	O=c1c2ccccc2nc(Cc2ccccc2)n1-c1ccccc1O	0.5	-11	-2	i	1	-0.3	-2	0	-1
10	N#Cc1cc2c(nc1SCC(=O)Nc1cc(Cl)ccc1Cl)C1CCN2CC1	-0.8	3	10	i	-13	0.3	-3	-1	-1
11	CCCC1COC(Cn2cncn2)(c2ccc(Cl)cc2Cl)O1 (configuration not stated)	0.9	6	1	i	-4	-0.2	2	-3	-2
12	CN(C)C(=O)O/N=C(\N)COc1ccc(C(C)(C)C)cc1	-0.4	-7	1	i	7	-0.3	3	-4	-1
13	O=C(Nc1ccc2ccccc2c1)c1nn(C23CC4CC(CC(C4)C2)C3)cc1Br	-0.8	2	40	i	1	0.3	-5	-1	1
14	CC1(C)C(C(=O)NN2C(=O)c3ccccc3C2=O)C1(C)C	1.2	11	-6	i	-8	-0.1	1	-3	-4
15	CN1CCN(c2cccc3c2C(=O)c2ccccc2C3=O)CC1	-0.1	24	-7	i	-1	0.0	-3	4	-19
16	Cc1nc2cc(-c3cccc(F)c3)nn2c(C)c1CCC(=O)N1CCC2(CC1)OCCO2	-0.7	-2	-2	nt	-18	-1.5	-3	-11	-5
17	CN1CN(c2cccc([N+](=O)[O-])c2)CN=C1N[N+](=O)[O-]	-0.8	9	-7	i	4	-1.2	-3	-10	2
18	COC(=O)c1cc2c(s1)=NC=NP=2(N1CCOCC1)N1CCOCC1	2.8&1.8	8&8	-6&-11	i	-8&-7	-0.2&-1.2	-9&-3	-5&-5	-1&1
19	CCCCN=C[C@]12CCC(O)CC1(O)CCC1[C@@H]2CC[C@]2(C)[C@H](C3C=CC(=O)O3)CCC12O (some centres not stated)	0.5	-3	-2	i	8	-0.4	1	0	3
20	O=c1[nH]c(=S)[nH]c(O)c1N=Nc1ccc(SC(F)F)cc1	1.8	21	0	i	-1	0.2	10	-3	-9
21	COc1cc(C2c3cc4c(cc3CC3COC(=O)C32)OCO4)cc(OC)c1OC (configuration not stated)	0.5	8	0	i	5	0.3	-1	-7	4
22	CCN(CC)CCCOC(=O)C(OC(C)C)(c1ccccc1)c1ccccc1	-0.1	-10	-4	i	-2	0.4	3	1	3
23	COc1ccc(C(c2nnnn2-c2ccc3c(c2)OCCO3)N2CCC3(CC2)C(=O)NCN3c2ccccc2)cc1 (configuration not stated)	1.0	1	63*	i	5	-0.1	2	-1	1
24	Cc1cc(OCC(=O)OC(C)(C)C)c2c3c(c(=O)oc2c1)CCC3	0.2	6	-8	i	-7	-1.8	-1	-12	3
25	COC(=O)C(O)(c1cn(C)c2ccccc12)C(F)(F)F (configuration not stated)	1.2	-13	2	i	-4	-0.4	-6	-4	2
26	CCOc1ccc(N2C(=O)NC(=O)/C(=C\c3cc(OC)c(OC)cc3[N+](=O)[O-])C2=O)cc1	nt	15	-14	i	-15	-1.1	5	-11	4
27	CSCCC(c1nnnn1Cc1ccccc1)N1CCC2(CC1)C(=O)NCN2c1ccccc1 (configuration not stated)	0.9	0	4	i	3	0.1	3	2	5
28	Cc1cccc(C(O)(C(=O)NNC(=O)CN2CCN(C)CC2)c2cccc(C)c2)c1	0.7	3	-8	i	-2	0.4	1	0	1
29	CC(=O)N1N=C(c2c(O)n(C)c(=O)n(C)c2=O)CC1c1ccccc1 (configuration not stated)	-0.2	-1	-6	i	2	-0.1	1	-1	0
30	CCOc1ccc(-n2c(-c3cccs3)nc3ccccc3c2=O)cc1	0.6	-9	16	i	-1	-0.5	-8	-2	3
31	O=C(Cc1ccccc1)N1CCN(Cc2ccccn2)CC1	-2.3	1	-1	i	-5	0.0	5	-1	2
32	Fc1ccccc1CN1Cc2ccccc2-n2nncc2C1	-0.5	4	-4	i	-7	-0.4	0	-3	-1
33	Cc1ccccc1-n1c(-c2ccc([N+](=O)[O-])cc2)nc2ccccc2c1=O	0.7	-2	14	i	6	-0.2	2	-3	-3
34	CSc1ccc(CN2CCN(Cc3ccccc3Cl)CC2)cc1	2.3	13	3	i	2	-0.6	-1	-5	3
35	CSc1nc(N2CCN(C)CC2)c2ccccc2n1	2.5	-5	0	i	-9	0.5	-9	-3	-3
36	COc1ccc(CN2CCN(C(=O)Cc3ccccc3)CC2)cc1OC	-0.3	1	-3	i	1	-0.2	-4	0	-3
37	O=C1NC(=O)C2(Cc3ccccc3N3CCCC32)C(=O)N1c1cccc(Cl)c1 (configuration not stated)	0.1	-9	0	i	-17	0.6	3	-3	-4
38	O=c1[nH]c(=O)n(-c2cccc3ccccc23)c(O)c1/C=N/N1CCCCC1	0.3	0	-2	i	-3	-1.1	-1	-6	1
39	CCOc1ccccc1Oc1coc2cc(OC(=O)N(C)C)ccc2c1=O	0.5	0	-1	i	2	-0.5	6	0	-3
40	O=C1NC(=O)C(CCc2ccncc2)(CCc2ccccn2)C(=O)N1c1ccc(Br)cc1 (configuration not stated)	0.1	4	-6	i	-4	0.3	-4	-1	6
41	CCOC(=O)c1ccc(N=Cc2c(O)n(-c3ccc(OC)cc3)c(=S)[nH]c2=O)cc1	0.6	-46	4	i	-16	-0.3	5	-3	-4
42	NCCc1c[nH]c2ccccc12	0.3	-3	-15	i	-9	1.8	-3	-1	-3
43	CC(C)(C)C(=O)N1Cc2cnnn2-c2ccccc2C1C#N (configuration not stated)	-0.9	-6	-12	i	1	-0.8	-4	-5	0
44	COc1ccccc1CN1CCN(Cc2ccc(Cl)cc2)CC1	-0.7	12	-2	i	-3	-0.6	-1	-7	4
45	COC(=O)COc1cc(C)cc2oc(=O)c3c(c12)CCCC3	0.7	-11	6	nt	-3	-0.4	4	-3	-1
46	Cc1ccc(-c2nc3ccccc3c(=O)n2-c2ccncc2)cc1	-0.6	6	-3	i	4	-0.3	3	-3	-4
47	CCOc1cc2c(cc1OCC)-n1cccc1C(c1ccc(OC(F)F)cc1)NC2 (configuration not stated)	-1.5	8	10	i	2	-0.3	3	0	2
48	CCCCCCn1c(=O)c(C(=O)Nc2ncccc2O)c(O)c2ccccc21	-0.1	8	9	i	-5	-0.7	5	-3	1
49	CCS(=O)(=O)NCc1nnc2n1-c1ccc(Br)cc1C(c1ccccc1Cl)=NC2	-1.1	13	0	i	-5	-0.6	-5	-5	0
50	CCC1CCCCN1P(=O)(c1ccc(C)o1)C(C)(C)C (configuration not stated)	1.1	0	-7	i	-1	-0.6	0	1	0

The results go on.
No.	structure	MsrA inh	MLLE-PAM2 inh	FAS-TE inh	Neddyl block	E coli Lon inh	TbMetRS inhib	CSN deneddyl inh	bovine MsrA act	Rin1 Abl inh
51	CCOC(=O)C1(c2ccccc2)CCN(CC(=O)Nc2ccc(C)cc2)CC1	-1.1	-6	10	i	-2	-1.0	7	-6	5
52	C=CCn1c(O)c(Cc2ccc(OCC)cc2)c(=O)[nH]c1=O	0.6	-9	-3	i	-3	-1.2	2	-5	-1
53	CN(C)CCCN=Cc1c(O)n(CCc2ccc(F)cc2)c(=O)[nH]c1=O	-0.2	-2	-9	i	-15	-0.7	9	-2	2
54	O=C1NC(=O)C2C1C1(Cl)C(Cl)=C(Cl)C2(Cl)C1(Cl)Cl (configuration not stated)	1.7	11	-2	i	-2	-0.1	3	-5	0
55	CCCNC(=O)N1[C@H]2CC[C@@H]1C(C(=O)OC)=C(c1ccccc1)C2	0.1	-2	-12	i	-5	-0.4	2	-2	2
56	O=C1CC2OCC=C3CN4CCC56c7ccccc7N1C5C2C3CC46O (configuration not stated)	0.4	10	-3	i	1	0.1	-3	-1	0
57	CCc1ccc(CNCCc2ccc(F)cc2)cc1	-0.4	1	-7	i	-7	0.4	-2	-2	2
58	CC(=O)N1CCN(c2ccc(N=Cc3c(O)n(-c4ccc(Cl)cc4)c(=O)[nH]c3=O)cc2)CC1	2.5	-26	-1	i	-22	-0.1	-4	-7	-3
59	Cc1cc(C(=O)CS(=O)(=O)c2ccc(F)cc2)cc(C)c1OC(=O)N(C)C	3.1	8	-3	i	-6	-0.6	-1	-2	2
60	CC(NCc1ccccc1C(F)(F)F)C(O)c1ccccc1 (configuration not stated)	-1.1	9	-3	i	1	-0.2	-4	-1	0
61	Cc1cc(C)nc(NC2=NCCS2)n1	0.5	-5	-5	i	-7	0.3	1	2	-5
62	CC1(C)C2([N+](=O)[O-])CN3CC1([N+](=O)[O-])CN(C2)C3c1cccnc1 (configuration not stated)	-1.1	-10	-3	i	-1	-1.3	-5	-11	-2
63	COC(=O)C1=C(c2ccc(F)cc2OCc2ccccc2)C[C@@H]2CC[C@H]1N2C(=O)N1CCCC1	-0.4	4	14	i	-2	-0.2	3	-2	2
64	COc1cccc(C(=O)C2CCCN(Cc3ccc4nonc4c3)C2)c1 (configuration not stated)	1.1	8	14	i	2	0.2	-1	-3	1
65	O=c1[nH]c(=O)n(CCc2ccccc2)c(O)c1/C=N/N1CCOCC1	-1.1	2	-5	i	-1	-0.4	2	-2	-5
66	COc1cc(-n2c(=S)[nH]c3ccc(C)cc3c2=O)c(Cl)cc1Cl	2.1	-2	11	i	3	-0.2	-3	-3	2
67	COc1ccc(CN2C(=O)NC(=O)/C(=C/c3ccoc3)C2=O)cc1	1.6	-104	-4	i	i	-0.5	161	-7	3
68	Cc1cc(C)n2nc(SC(C)C(=O)N3CCC4(CC3)OCCO4)nc2n1 (configuration not stated)	1.5	-3	-4	i	-12	-0.6	1	-3	1
69	C=CCC1([C@@H](C)CCC)C(=O)NC(=O)NC1=O	0.8	8	0	i	-12	-0.6	-1	2	-1
70	C[C@@H]1O[C@@H](O[C@H]2C[C@@H](O)[C@]3(CO)[C@H]4[C@H](O)C[C@]5(C)[C@@H](C6COC(=O)C6)CC[C@]5(O)[C@@H]4CC[C@]3(O)C2)[C@H](O)[C@H](O)[C@H]1O (some centres not stated)	-1.1	3	-3	i	-1	-0.4	1	-2	1
71	CCOC(=O)[C@]12Cc3cc(N(C)C)ccc3[C@H]1N(Cc1ccccc1)C(=O)c1ccccc12	0.8	1	24	i	-4	-0.4	-1	-2	-1

Only part of the results is shown (hit frequency here may not be typical).
